Source: PubChem (Sanford-Burnham Center for Chemical Genomics)
SENP8 block: SENP8 protease inhibition; 330,000 tested, 1.2% active; purified SENP8, Z-RLRGG-aminoluciferin cleavage, luminescence; inhibition, % at 10 µM
Target sequence (Q96LD8 whole entry, looked up): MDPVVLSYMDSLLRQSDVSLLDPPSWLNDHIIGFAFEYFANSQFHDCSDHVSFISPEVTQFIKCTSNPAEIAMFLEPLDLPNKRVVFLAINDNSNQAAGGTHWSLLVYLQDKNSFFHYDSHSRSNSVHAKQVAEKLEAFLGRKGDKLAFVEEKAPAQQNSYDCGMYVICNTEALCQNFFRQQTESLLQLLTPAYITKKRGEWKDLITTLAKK
Gli-Sufu block: Gli-Sufu pathway antagonism | Sufu-KO-LIGHT fibroblasts, Gli luciferase reporter luminescence | inhibition, % at 5 µM | 340,000 tested, 0.74% active | AID 588413;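 active means inhibition above about 55%, limit read from the data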;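 further: 0% = DMSO-treated cells and 100% = wells with medium but no cells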
Jurkat NFkB inh: lowers PMA/ionomycin-induced NF-kB signal in Jurkat cells. PMA/ionomycin-induced NF-kB luciferase reporter, luminescence. inhibition, % at 4 µM. 330,000 tested, 0.53% active
UBC13 inh: human UBC13 polyubiquitination inhibition; P61088; inhibition, % at 20 µM; AID 485273; 330,000 tested, 0.47% active; UBC13 polyubiquitin chain formation, TR-FRET; in the data active means inhibition above about 45%, passing the limit was not always enough
Target sequence (P61088 whole entry, looked up): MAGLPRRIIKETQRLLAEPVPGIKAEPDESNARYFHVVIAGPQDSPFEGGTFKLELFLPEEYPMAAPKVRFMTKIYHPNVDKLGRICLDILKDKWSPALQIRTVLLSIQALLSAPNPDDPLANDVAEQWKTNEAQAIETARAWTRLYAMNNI
697 NFkB inh: lowers PMA/ionomycin-induced NF-kB signal in 697 B cells; 697 B-cell NF-kB luciferase reporter, 16 h; inhibition, % at 4 µM; 330,000 tested, 0.33% active; AID 435022; in the data active means inhibition above about 35%
Apaf-1 inh: human Apaf-1 inhibition; inhibition, % at 20 µM; AID 489030; 330,000 tested, 0.71% active; O14727; reconstituted apoptosome caspase-3 activity, DEVD-Rh110 fluorescence; active means inhibition of at least 40% at 20 µM;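 further: plate controls were DMSO wells for no effect and DEVD-CHO caspase inhibitor wells for full effect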
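Material: cell-free apoptosome with Apaf-1, procaspase-3 and caspase-9; Buffer or medium: Hepes pH 7.5 with detergent and BSA; Reagent: cytochrome c trigger plus (Z-DEVD)2-Rh110 caspase-3 substrate; Times: compound with Apaf-1, dATP, procaspase-3 30 min, then 50 min reaction, room temperature; Technique: Rh110 fluorescence intensity.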
EBI2 block: EBI2 (human) antagonism. 360,000 tested, 0.81% active. P32249. inhibition, % at 5 µM. EBI2 beta-arrestin recruitment, luminescence, 7a,25-OHC stimulated. AID 651636; in the data active means inhibition above about 38%;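 further: enzyme fragment complementation signal reports receptor beta-arrestin coupling in cells; 0% = agonist plus DMSO wells and 100% = wells without agonist; some results beyond the cut were filed as inactive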
Target sequence (P32249 whole entry, looked up, the tested form may be a part): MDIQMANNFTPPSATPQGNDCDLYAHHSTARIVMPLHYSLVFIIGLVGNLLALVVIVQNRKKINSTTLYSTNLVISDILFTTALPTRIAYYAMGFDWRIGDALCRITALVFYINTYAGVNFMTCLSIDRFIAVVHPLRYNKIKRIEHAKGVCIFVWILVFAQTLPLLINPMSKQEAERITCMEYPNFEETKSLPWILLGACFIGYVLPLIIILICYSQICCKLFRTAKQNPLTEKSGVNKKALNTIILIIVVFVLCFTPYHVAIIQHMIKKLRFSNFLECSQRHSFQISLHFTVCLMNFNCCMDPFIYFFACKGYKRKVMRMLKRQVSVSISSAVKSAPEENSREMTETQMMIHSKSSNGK
CCR6 antag: blocks CCL20-driven beta-arrestin recruitment at human CCR6; CHO-K1 CCR6 PathHunter beta-arrestin, luminescence, CCL20-stimulated; 340,000 tested, 0.49% active; inhibition, % at 20 µM; P51684;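 active means compounds whose inhibition of the agonist-driven luminescence signal at 20 µM reaches about 50%, limit read from the data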;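 further: cells stimulated with CCL20 at 14 nM final; plate controls were DMSO with CCL20 for no effect and DMSO without agonist for full effect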
Numbers without * were called inactive. Unless noted, no stated cut-off is given here; in the data, active means inhibition above about 50%; inactive means the rest. Not all compounds are listed (hit frequency here may not be typical).

Each structure is followed by: SENP8 block | Gli-Sufu block | Jurkat NFkB inh | UBC13 inh | 697 NFkB inh | Apaf-1 inh | EBI2 block | CCR6 antag
CCO[C@H]1OC(C(=O)N2CCOCC2)=C[C@@H](c2coc3ccccc3c2=O)[C@@H]1CCCO
 : -2.8 | 1.4 | 3.1 | 5.9 | 13.0 | -3.1 | -15.5 | 5.1
Cn1nnnc1SCC(=O)Nc1nc2ccccc2s1
 : -4.7 | -26.1 | -20.1 | 2.8 | -29.5 | 2.8 | 2.8 | 2.1
CCOC(=O)/C(C#N)=C/c1cccc([N+](=O)[O-])c1
 : -5.0 | -6.1 | -19.7 | 2.2 | -9.6 | 7.3 | -16.7 | 3.9
Cc1cc(C)n2cc(CSc3ncn[nH]3)nc2n1
 : 2.2 | 5.8 | -11.7 | 11.5 | 13.4 | -2.1 | -9.2 | -0.8
CC(C)(C)c1ccc(C(=O)N/N=C2\C3CN4CCN(C3)CC2(c2ccccc2)C4)cc1
 : -8.1 | -5.9 | -5.5 | -3.6 | 3.9 | 10.2 | -14.4 | 15.8
Cc1noc(C)c1C(=O)OCC(=O)N(C)C1(C#N)CCCCC1
 : -5.6 | -5.5 | -2.2 | -8.6 | -12.4 | 9.4 | -13.7 | 4.1
CN1N=C(c2ccc(F)c(F)c2)CSC1=NCc1ccccc1
 : -9.1 | -4.3 | 5.6 | -12.3 | -31.7 | 12.6 | 7.9 | -6.4
CCn1c(C)nc2cc(S(=O)(=O)N3CCCCC3)ccc21
 : -1.0 | 8.8 | -1.9 | 1.4 | -10.6 | 0.8 | -5.4 | -0.7
Oc1ccc2ccccc2c1CNn1cnnc1
 : -3.7 | -1.7 | -1.9 | -0.3 | -5.1 | -23.5 | -5.4 | -2.9
OC(CNCC#Cc1ccccc1)c1ccccc1 (centres undefined)
 : -1.6 | 6.8 | -2.4 | 6.0 | 7.7 | -23.5 | -12.3 | -7.4
CCCn1ncc(/C=N/O)c1C
 : -9.7 | -1.1 | 12.2 | -1.0 | -10.0 | -21.1 | -9.4 | 7.2
O=C(Cn1c(=O)sc2ccccc21)NCc1ccco1
 : -5.2 | -0.7 | 3.7 | 5.3 | -1.3 | 1.4 | 10.4 | 4.5
CC(Sc1ccc(Cl)cc1)C(=O)NCc1cccnc1 (centres undefined)
 : 3.6 | 3.8 | -9.5 | 3.2 | 19.4 | 1.2 | 1.8 | 22.4
CCn1nc(C)c(/C=N/NC(=O)Cn2nnnc2N)c1C
 : -4.9 | 0.9 | 0.8 | 5.0 | 9.7 | -5.7 | -8.3 | 0.4
O=S(=O)(c1ccc(Oc2ccc(S(=O)(=O)N(CCO)CCO)cc2)cc1)N(CCO)CCO
 : -1.0 | -2.2 | 9.9 | 3.6 | 11.8 | -5.0 | -5.0 | 1.7
O=C(NCc1ccco1)C1c2ccccc2Oc2ccccc21
 : -4.3 | 2.2 | 6.3 | 6.1 | -5.4 | -10.5 | 0.6 | 22.3
Cc1cc(NC(=O)CSc2nnc(C(C)N(C)C)n2Cc2ccccc2)no1 (centres undefined)
 : -1.5 | 5.9 | -5.2 | 0.7 | 3.4 | 4.7 | 0.5 | 3.0
Cc1cccn2c(=O)c3cc(C(=O)NC4CCCC4)n(C)c3nc12
 : -5.9 | -20.6 | 50.6* | 2.4 | -24.3 | 0.2 | -7.3 | 8.6
C[C@@H]1CN([C@H](C)CO)C(=O)c2cc(NC(=O)Nc3ccc(C(F)(F)F)cc3)ccc2O[C@H]1CN(C)S(=O)(=O)c1ccc(Cl)cc1
 : 9.8 | 3.1 | 8.0 | -12.3 | -2.8 | 7.9 | 17.4 | -5.4
CC(C)[C@H](NC(=O)c1ccco1)C(=O)N(C)Cc1c(F)cccc1Cl
 : -0.1 | -10.3 | 13.7 | -7.2 | 2.0 | 2.9 | 5.5 | 7.4
Cc1ccc(S(=O)(=O)Cn2nnnc2C(C(C)C)N2CCN(C(=O)c3ccco3)CC2)cc1 (centres undefined)
 : 0.9 | -4.8 | 2.1 | 1.4 | -8.4 | 2.2 | -5.8 | -2.9
COc1cc(OC)cc(-c2c(-c3ccc(F)cc3)c3cc(-c4cccc5[nH]ccc45)ccc3n2C)c1
 : -13.5 | 5.3 | 6.0 | -6.9 | 17.5 | -1.3 | -2.4 | 4.4
CC(C)(C)OC(=O)NNC(=O)C12CC3CC(CC(C3)C1)C2
 : -6.6 | 5.3 | -13.8 | -5.0 | -2.8 | -2.7 | -10.3 | 7.2
CCCOC(=O)Nc1ccc(S(=O)(=O)Nn2cnnc2)cc1
 : -1.6 | 10.3 | 6.5 | 3.6 | 14.6 | -9.1 | -6.4 | -14.3
O=C(NCCC1=CCCCC1)C(=O)NCC1OCCCN1S(=O)(=O)c1ccccc1 (centres undefined)
 : -5.5 | -5.4 | 10.3 | 18.2 | 6.5 | 6.8 | -4.4 | 2.4
O=C(Nc1ccc(Cl)cc1F)C1CC1c1ccccc1 (centres undefined)
 : -6.6 | -4.9 | -10.9 | -1.1 | -4.6 | 8.6 | -6.7 | 12.9
CCN(CC(=O)NCc1cccs1)C(=O)c1ccccc1F
 : 6.9 | -8.8 | 4.9 | -3.4 | 16.0 | -6.4 | 0.9 | -1.8
CC1Cc2ccccc2N1S(=O)(=O)c1cccc(C(=O)OCC(=O)NCc2ccco2)c1 (centres undefined)
 : -9.4 | 1.9 | 1.4 | -6.7 | 5.5 | -2.5 | 4.9 | 19.6
Oc1ccc(NCc2cccc(OCc3ccc(F)cc3)c2)cc1
 : -5.3 | -5.1 | -18.0 | 10.9 | -7.9 | 15.5 | -10.0 | 5.3
O=C(CN(C(=O)CNC(=O)c1ccco1)c1ccccc1F)NC1CCCCC1
 : -13.3 | -9.2 | -25.7 | -4.8 | 0.8 | -7.0 | -12.5 | 11.2

Exported as a markdown table: entries from further up.
| Structure | SENP8 block | Gli-Sufu block | Jurkat NFkB inh | UBC13 inh | 697 NFkB inh | Apaf-1 inh | EBI2 block | CCR6 antag |
| --- | --- | --- | --- | --- | --- | --- | --- | --- |
| CC1Cc2ccccc2N1S(=O)(=O)c1cccc(C(=O)OCC(=O)NCc2ccco2)c1 (centres undefined) | -9.4 | 1.9 | 1.4 | -6.7 | 5.5 | -2.5 | 4.9 | 19.6 |
| Oc1ccc(NCc2cccc(OCc3ccc(F)cc3)c2)cc1 | -5.3 | -5.1 | -18.0 | 10.9 | -7.9 | 15.5 | -10.0 | 5.3 |

Additional compounds
Each structure is followed by: SENP8 block | Gli-Sufu block | Jurkat NFkB inh | UBC13 inh | 697 NFkB inh | Apaf-1 inh | EBI2 block | CCR6 antag
Cc1cccc(-n2c(CNC(=O)c3cccc([N+](=O)[O-])c3C)n[nH]c2=S)c1
 : -0.9 | -1.7 | 17.1 | -9.5 | 11.1 | -5.1 | -6.4 | -24.7
CCc1cc(=O)oc2c3c(cc(OCC(=O)NCCCOC)c12)OC(C)(C)CC3
 : 9.8 | 2.0 | 0.5 | 18.6 | -1.5 | -3.6 | 6.9 | 8.6
COc1cccc(C(=O)NCCS(=O)(=O)N2CC(C)CC(C)C2)c1 (centres undefined)
 : 5.1 | 15.8 | -9.5 | 2.7 | 5.8 | 7.3 | 1.1 | 15.4
O=C(N/N=C/c1ccc(O)c(O)c1)c1ccc(-n2cnnn2)cc1
 : -4.0 | -5.7 | -9.2 | -3.5 | 18.1 | -9.6 | -3.1 | -3.6
CN(C)C/C=C/C(=O)Nc1cccc(-c2c[nH]c3ncnc(Oc4ccc(NC(=O)CC(=O)Nc5ccc(F)cc5)cc4F)c23)c1
 : -0.3 | -5.5 | -7.5 | 112.1* | 17.9 | 63.0* | 8.4 | 6.9
Cc1ccc(C)c(S(=O)(=O)N(C)C2(C)CCS(=O)(=O)C2)c1 (centres undefined)
 : -2.0 | -4.4 | -0.6 | -0.2 | 18.5 | -3.1 | -0.6 | -2.1
O=c1[nH]nc(CNc2ccc(OC(F)(F)F)cc2)c2ccccc12
 : -8.4 | 3.2 | -13.5 | 5.0 | -31.4 | 12.1 | 51.8* | 20.8
Cc1cc([N+](=O)[O-])ccc1NC(=O)c1cc2ccccc2o1
 : -5.4 | -4.7 | -52.9 | -3.7 | -36.4 | 7.6 | -1.1 | 7.2
CC(=O)c1ccc(NCC(=O)N2CCN(c3ccccc3)CC2)cc1
 : 1.6 | 12.0 | 1.3 | -7.2 | 20.0 | -16.6 | 8.3 | 5.8
CCOC(=O)CSC1=NC(=O)/C(=C/c2ccc(Br)cc2)S1
 : 42.5 | -30.0 | -7.2 | 8.2 | -0.2 | 3.3 | -2.7 | 59.0*
Cc1ccc(N2C(=O)N(CC(=O)Nc3ccc(C)cc3Cl)C(=O)C2C)cc1 (centres undefined)
 : 12.7 | -1.6 | 16.4 | 2.1 | 7.4 | 6.5 | 4.3 | 20.3
O=C(NCCOC(=O)c1ccc(F)cc1)c1ccc(F)cc1
 : 9.1 | 3.9 | 12.3 | 9.1 | -2.0 | -4.5 | -4.5 | 0.5
COc1c(F)c(F)c(C(=O)Nc2ccc(NC(=O)Cc3ccccc3)cc2)c(F)c1F
 : 2.0 | 2.1 | 2.3 | 12.9 | 4.7 | -21.4 | -6.9 | 7.3
CCCCc1nc2c(C)c(N)cnc2n1Cc1cccc([N+](=O)[O-])c1
 : 7.2 | 8.3 | -0.5 | 11.1 | 1.8 | -2.7 | -6.2 | 10.2
Cc1cccc(NC(=O)c2ccco2)c1C(=O)O
 : -6.5 | 4.2 | 3.5 | -1.6 | 0.0 | -21.2 | -14.6 | -9.7
Cc1cc(/C=C(\C#N)C(=O)NCc2ccco2)c(C)n1-c1cccnc1
 : -9.6 | -19.8 | -38.1 | -27.3 | -37.8 | -0.3 | -7.6 | -2.7
O=C(CSc1nc2cc(S(=O)(=O)N3CCOCC3)ccc2o1)Nc1c(F)cccc1F
 : 4.2 | 4.6 | 1.0 | -13.8 | -12.8 | 2.4 | 12.9 | 7.0
CC(/C=N/NC(=O)CN1CCN(Cc2ccc(Cl)cc2)CC1)=C\c1ccco1
 : 0.1 | 2.6 | 13.2 | 4.9 | 0.1 | 6.8 | 35.3 | 0.4
N#Cc1cc2c([nH]c1=O)CCCC2
 : -2.4 | -6.2 | 6.3 | 15.7 | 2.9 | -18.6 | -1.4 | 3.2
Cc1cc(C(C)(C)C)cc(C)c1COC(=O)C1CCC(=O)N1 (centres undefined)
 : -10.6 | 1.6 | 6.6 | 1.6 | 6.7 | 2.2 | -2.2 | -11.7
Cc1ccsc1C(=O)OCC(=O)Nc1sccc1C(N)=O
 : 47.7 | -61.8 | -43.1 | 8.1 | -55.0 | 11.0 | 11.2 | -2.9
CCOc1ccc(NS(=O)(=O)c2cnc(Cl)c(Cl)c2)cc1
 : -4.4 | 4.8 | -4.5 | -14.1 | -51.6 | -15.7 | -3.8 | -15.8
Cc1ccc(OCC(=O)NNC(=O)c2ccc(NC(=O)C3CC3)cc2)c(C)c1
 : -6.3 | 1.9 | -9.0 | 11.2 | 1.5 | 11.2 | -3.4 | 8.7
CCN1CCN(C(=O)C2CCN(C(=O)Nc3ccccc3)CC2)CC1
 : -1.9 | -2.4 | 1.6 | 2.0 | 8.9 | 5.6 | 1.8 | -0.3
COc1ccc(O)c(CNn2c(-c3ccc(Br)cc3)nc3ccccc3c2=O)c1
 : 2.5 | -9.8 | 1.4 | 6.2 | 4.1 | 6.2 | 7.4 | 9.2
Cn1c(-c2ccccc2)cnc1NCc1cc(Cl)ccc1O
 : -4.0 | 27.0 | -2.4 | 7.5 | 2.2 | 3.8 | -8.3 | 3.6
CCN(C(=O)COC(=O)c1[nH]c(C)c(C(C)=O)c1C)c1c(N)n(Cc2ccccc2)c(=O)[nH]c1=O
 : -3.1 | 1.4 | -10.4 | 2.9 | 10.4 | -4.7 | -3.0 | 5.0
COc1ccc(Br)cc1/C=N/n1c(C)nc2ccccc2c1=O
 : -11.4 | 2.0 | 6.9 | 5.1 | 0.5 | 21.7 | 16.2 | 2.5

Part of the list above, showing only Jurkat NFkB inh, 697 NFkB inh and SENP8 block.
smiles | Jurkat NFkB inh | 697 NFkB inh | SENP8 block
O=C(CSc1nc2cc(S(=O)(=O)N3CCOCC3)ccc2o1)Nc1c(F)cccc1F | 1.0 | -12.8 | 4.2
CC(/C=N/NC(=O)CN1CCN(Cc2ccc(Cl)cc2)CC1)=C\c1ccco1 | 13.2 | 0.1 | 0.1
N#Cc1cc2c([nH]c1=O)CCCC2 | 6.3 | 2.9 | -2.4
